INS promoter inh: TRM-6 insulin promoter activity inhibition. TRM-6 cells (human fetal islet line), insulin promoter-eGFP reporter, imaging; reporter expression induced with tamoxifen. inhibition, % at 2 µM. hit rate 0.9% among 130,000. AID 1273;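 active means inhibition above the mean plus 3 SD, with well images judged a real hit on visual review, cut at about 60% in these data, passing the limit was not always enough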
SDO1 yeast rescue: sdo1-depleted yeast growth rescue. z-score at 10 µM. AID 817. hit rate 0.21% among 140,000. S. cerevisiae sdo1-depleted JHY4D growth rescue, OD600 30 h; stronger effect = higher value; pdr5 snq2 efflux-pump mutant strain;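 active means z-score above 3 at both the 24 hr and the 30 hr optical density reads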;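 further: z-score against mean and SD of all compound wells on the same plate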
SDO1 yeast rescue Rescue 24 h: recorded beside SDO1 yeast rescue, whose call it bears; z-score; S. cerevisiae sdo1-depleted JHY4D growth rescue, OD600; measured here: growth rescue at 24 h;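 0 is the plate mean of compound wells and units are plate SD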
An asterisk follows results filed as active; · = not tested or not shown; [ ] = dose if it differs, or a comment.

SMILES	INS promoter inh	SDO1 yeast rescue	SDO1 yeast rescue Rescue 24 h
CS(=O)(=O)N(CC(=O)NCc1ccccc1Cl)Cc1ccccc1	44	0.41	0.46
CCOC(=O)c1ccc(NC(=O)C2(c3ccc(OC)cc3)CCOCC2)cc1	37	0	-0.04
COc1ccccc1CN=Cc1[nH]c2ccc(Br)c(Cl)c2c1O	·	-0.76	-0.66
CC(C)n1c(/N=C/c2c[nH]c3ccccc23)nc2ccccc21	0	-1.9	-1.1
CCOc1cc(N2CCOCC2)c(OCC)cc1NC(=O)c1cc(-c2ccco2)nc2ccccc12	16	1.6	3.6
COc1ccc(NS(=O)(=O)c2ccc(OC)c(N(C)S(=O)(=O)c3ccc(Cl)cc3)c2)cc1	·	-0.99	-1.4
Cc1ccc(S(=O)(=O)NCCC(=O)Nc2ccc(Cl)c(Cl)c2)cc1	38	-1.6	-1.6
O=C(CNC(=O)C1CCCCC1)Nc1cc(Cl)ccc1Cl	17	-0.58	-0.99
O=C(/C=C1\NC2(CCCC2)Cc2ccccc21)N1CCOCC1	-57	-0.12	0.1
Cc1ccc(-c2nnc(SCC(=O)OC(C)C)n2N)cc1	-26	0.47	0.11
O=C(COc1ccccc1)NNC(=O)COc1ccc([N+](=O)[O-])cc1	0	·	·
CCN(/N=C/C=C/c1ccccc1)c1cc(=O)n(C)c(=O)[nH]1	-26	0.77	1
Cc1ccc(-c2nn(-c3cc(Cl)ccc3[N+](=O)[O-])c(=O)c3ccccc23)cc1C	-20	-0.61	0.62
COc1ccccc1NC(=O)Cc1csc(NC(=S)Nc2ccccc2)n1	·	-1.7	-0.14
Cn1c(=O)n(CCc2ccccc2)c(=O)c2c1nc1n2CCCN1Cc1ccccc1	0	-2.2	-1.6
COc1ccc(C2CC(c3ccccc3)=NN2C(=O)COC(=O)c2cccnc2)cc1 (stereo not given)	·	-1.1	-0.81
CCOc1ccc2[nH]c(=O)c(CN(Cc3ccc(F)cc3)C(=O)N3CCCC3)cc2c1	-50	0.5	0.1
O=C(N/N=C/c1ccc(COc2ccc(Br)cc2)o1)c1ccco1	-39	-0.55	-0.15
Cc1c(Cl)cccc1NC(=O)CCCN1C(=O)CCC1=O	29	0.09	-0.23
C#CC(=O)N(c1ccc(OC)c(OC)c1)C(C(=O)NC1CCCC1)c1cccs1 (stereo not given)	-212	0.67	1.5
COc1ccc2[nH]cc(C(=O)CN3CCCC(C)C3)c2c1 (stereo not given)	-34	-0.12	-0.88
CCC1CCCCN1C(=S)NC(=O)c1ccc([N+](=O)[O-])cc1 (stereo not given)	·	-0.36	-0.32
Cn1cccc1C(=O)NC(=O)COC(=O)C12CC3CC(CC(O)(C3)C1)C2	9	0.04	-1.1
O=C(NC(=S)NCc1ccccc1)c1cccnc1	7	·	·
CC(=O)NCCC(=O)Nc1sc2c(c1-c1nc3ccccc3[nH]1)CCCC2	-40	-0.39	-0.3
CCC(C)NC(=O)CNC(=S)N(CCCN1CCOCC1)Cc1cccs1 (stereo not given)	28	0.63	-0.03
CNC(=O)c1ccc(OC2CSC2)cc1	21	0.99	0.66
COc1ccc(NC(=O)CCN2CCCC(C)C2)cc1 (stereo not given)	-21	-0.96	-0.65
Cc1ccc(Nc2nc3c([nH]2)c(=O)n(C)c(=O)n3C)cc1	6	0.95	0.07
O=C(O)C1C2CCC(O2)C1C(=O)NCc1ccncc1 (stereo not given)	·	0.33	0.12
CC(=O)c1ccc(NC(=O)CSc2nnc(Cn3c(=O)sc4ccccc43)n2C)cc1	·	-0.33	-0.12
O=C(COc1cccc2ccccc12)N1CCN(c2ccccc2)CC1	-31	-0.49	0.16
Cc1nnc(NC(=O)C2CCCN(c3ncccn3)C2)s1 (stereo not given)	·	0.18	-0.18
c1coc(CNC2C3CC4CC(C3)CC2C4)c1 (stereo not given)	-16	0.23	-0.18
CCS(=O)(=O)Nc1cccc(C2=NN(S(=O)(=O)c3ccc(C)cc3)C(c3cccs3)C2)c1 (stereo not given)	·	-0.12	-0.62
Cc1c(Cl)cccc1NC(=O)C1Cc2ccccc2CN1C(=O)c1ccccc1 (stereo not given)	·	-0.91	-0.38
Cn1nc(-c2ccccc2)c(C(=O)Nc2ccc(Cl)cc2)c1Cl	-3	-1.1	-0.31
COCCn1c(SCC(=O)Nc2ccc(S(N)(=O)=O)cc2)nc2ccccc21	-3	-0.56	-0.58
COc1ccc(NC(=O)CCNC(C)=O)cc1NS(=O)(=O)c1ccc(F)cc1	-18	0.76	0.43
CSCCC(NC(C)=O)C(=O)Oc1ccc2c3c(c(=O)oc2c1)CCCC3 (stereo not given)	16	0.76	0.52
CC(NC(=O)c1ccco1)C1COc2ccccc2O1 (stereo not given)	-26	-0.2	-0.91
Cc1c(CCOC(=O)c2ccc([N+](=O)[O-])cc2)sc[n+]1CC(=O)c1ccccc1	56	·	·
CC(C)(C)c1ccc(C(=O)NNC(=O)Cc2cccc3ccccc23)cc1	17	-1.9	-1.4
CCOc1ccc(N(CC(=O)O)S(=O)(=O)c2cccnc2)cc1	·	0.18	-0.32
Cc1ccc(-c2cc(C(F)F)n3ncc(C(=O)N4CCN(c5cccc(C)c5C)CC4)c3n2)cc1	16	-1.4	-1.3
CC(C)(C)NC(=O)COC(=O)CCC(=O)c1ccc(Cl)cc1	-44	·	·
CCn1cc(/C=N/NS(=O)(=O)c2ccc(OC)cc2)c(C)n1	-28	1.3	-0.68
c1cncc(-c2noc(-c3cccc4ccccc34)n2)c1	-39	-1.1	-0.32
COc1ccc(-c2cc(-c3c(O)c(OC)c4occc4c3OC)[nH]n2)cc1	17	-2.9	-2
O=C(CNc1cccc2ccccc12)N/N=C/c1cccc(Oc2ccccc2)c1	19	-1.4	-1.1
CCN(C(=O)c1cc(Cl)ccc1OC)c1ccccc1C	-319	-1.2	-0.89
COc1ccc(-c2oc3ncn4nc(Cc5ccccc5)nc4c3c2-c2ccc(OC)cc2)cc1	17	-0.71	-0.62
Cc1noc(NS(=O)(=O)c2ccc(NC(=O)CSc3nc4c(cc3C#N)CCCCC4)cc2)c1C	36	0.52	0.5
c1ccc(CCn2nnnc2CN2CCN(C3CCCC3)CC2)cc1	11	1.6	1.8
C=CCNC(=O)/C(=C\c1ccc(OC)cc1)NC(=O)c1ccc([N+](=O)[O-])cc1	-450	·	·
CC(=O)c1cccc(NC(=O)C2C3C=CC(C4CC34)C2C(=O)O)c1 (stereo not given)	25	0.38	0.25
CN(C)CCNC(=O)/C(=C/c1ccc(-c2cccc([N+](=O)[O-])c2)o1)NC(=O)c1ccccc1	45	0.6	0.14
COc1ccc(NC(=O)C2CCCCN2S(=O)(=O)c2ccc(F)cc2)c(OC)c1 (stereo not given)	0	0.08	1.5
CC1CCCN(Cc2nc3c(c(=O)n(C)c(=O)n3C)n2CCc2ccccc2)C1 (stereo not given)	6	0.3	0.47
O=c1cc(N2CCN(Cc3ccccc3)CC2)c(-c2ccccc2)n[nH]1	-39	0.62	-0.03
Later entries:
SMILES	INS promoter inh	SDO1 yeast rescue	SDO1 yeast rescue Rescue 24 h
O=C(Cc1ccccc1)NNS(=O)(=O)c1ccc([N+](=O)[O-])cc1	28	1.4	0.28
CCCCn1c(=O)n(CC(O)c2ccccc2)c(=O)c2c1ncn2C1CCCC1 (stereo not given)	27	-0.33	-0.17
Cc1ccc(N2CCN(S(=O)(=O)N3CCCCC3)CC2)cc1C	-33	·	·
O=C(CCOc1ccccc1)NCC(c1ccco1)N1CCCCC1 (stereo not given)	-36	1.1	0.83
O=C(Nc1nc(-c2cccs2)cs1)c1ccc(S(=O)(=O)N2CCCCC2)cc1	·	-1.4	-1.2
C/C(=N/NC(=O)COc1cc(C)ccc1C(C)C)C(=O)O	36	·	·
CCOC(=O)c1c(C)[nH]c(C)c1C(=O)COc1ncnc2ccccc12	60	·	·
O=C(N/N=C/c1cccc(OC(=O)N2CCOCC2)c1)c1cccs1	-45	1.4	0.85
O=C(Nc1ncn[nH]1)c1ccccc1Br	0	1.9	2
CC(C)(C)C(=O)Nc1cccc(-c2nc3ccccc3[nH]2)c1	-7	0.09	1.2
COc1cc(NC(=O)CSc2nc(C)cs2)cc(OC)c1	-34	-0.06	-0.02
Cc1cc(C)nc(N/N=C/c2ccco2)n1	·	1.4	1.4
O=C(NCCc1ccncc1)C(F)(F)F	·	0.71	0.73
Cc1ccc(NC(=O)CN(C)CC(=O)Nc2ccc(N3CCOCC3)cc2)c(C)c1	-6	0.31	-0.15
COCCn1cc(C(=S)N2CCOCC2)c2ccccc21	-22	0.58	-0.18
COc1ccc(N(C(=O)COc2cccc(C)c2)S(=O)(=O)c2ccc(C)cc2)cc1	21	-0.89	-0.53
CCn1c2ccccc2c2cc(/C=N/n3cn[nH]c3=S)ccc21	-6	-1.3	-1.3
Nc1nc(SCC(=O)c2cc3ccccc3o2)n[nH]1	-12	·	·
CC(c1ccccc1)N1CCn2c(nc3cc(NC(=O)NC4CCCCC4)ccc32)C1 (stereo not given)	-31	-0.36	-0.62
CCN(CC)CCn1nc(C)nc1-c1ccccc1O	0	1.1	0.75

Part of the list above, bar-delimited.
compound | INS promoter inh | SDO1 yeast rescue | SDO1 yeast rescue Rescue 24 h
O=C(Cc1ccccc1)NNS(=O)(=O)c1ccc([N+](=O)[O-])cc1 | 28 | 1.4 | 0.28
CCCCn1c(=O)n(CC(O)c2ccccc2)c(=O)c2c1ncn2C1CCCC1 (stereo not given) | 27 | -0.33 | -0.17
Cc1ccc(N2CCN(S(=O)(=O)N3CCCCC3)CC2)cc1C | -33 | · | ·
O=C(CCOc1ccccc1)NCC(c1ccco1)N1CCCCC1 (stereo not given) | -36 | 1.1 | 0.83
O=C(Nc1nc(-c2cccs2)cs1)c1ccc(S(=O)(=O)N2CCCCC2)cc1 | · | -1.4 | -1.2
C/C(=N/NC(=O)COc1cc(C)ccc1C(C)C)C(=O)O | 36 | · | ·
CCOC(=O)c1c(C)[nH]c(C)c1C(=O)COc1ncnc2ccccc12 | 60 | · | ·
O=C(N/N=C/c1cccc(OC(=O)N2CCOCC2)c1)c1cccs1 | -45 | 1.4 | 0.85
O=C(Nc1ncn[nH]1)c1ccccc1Br | 0 | 1.9 | 2
CC(C)(C)C(=O)Nc1cccc(-c2nc3ccccc3[nH]2)c1 | -7 | 0.09 | 1.2
COc1cc(NC(=O)CSc2nc(C)cs2)cc(OC)c1 | -34 | -0.06 | -0.02
Cc1cc(C)nc(N/N=C/c2ccco2)n1 | · | 1.4 | 1.4
O=C(NCCc1ccncc1)C(F)(F)F | · | 0.71 | 0.73
Cc1ccc(NC(=O)CN(C)CC(=O)Nc2ccc(N3CCOCC3)cc2)c(C)c1 | -6 | 0.31 | -0.15
COCCn1cc(C(=S)N2CCOCC2)c2ccccc21 | -22 | 0.58 | -0.18

Remaining list, next part
SMILES	INS promoter inh	SDO1 yeast rescue	SDO1 yeast rescue Rescue 24 h
Cc1nc2c(C)cccc2cc1C(=O)N/N=C/c1ccc(O)cc1	7	-0.05	-0.32
Nc1c(C(=O)Nc2ccc(Br)cc2)sc2nc(-c3ccco3)ccc12	5	-2.4	-1.6
O=C(NN=C1CCN(Cc2ccccc2)CC1)c1cc2ccccc2cc1O	19	0.91	0.15
C=CS(=O)(=O)c1ccc(Oc2ccc(S(=O)(=O)C=C)cc2)cc1	-106	0.79	-0.12
CCOC(=S)SCC(=O)Nc1nc(-c2ccccc2)cs1	·	-0.6	-0.51
Cc1cccc(OCC(=O)O/N=C(\N)Cc2cccs2)c1	·	-0.83[13.4 µM]	-0.62
COc1ccc(/C=N/n2c(N)nc3ccccc32)cc1OC	75*	0.63	0.67
CCN1CC2=C(OC(N)=C(C#N)C2c2ccccc2)/C(=C\c2ccccc2)C1 (stereo not given)	21	-0.03	-0.43
Cn1c(SCC(=O)N/N=C/C=C/c2ccco2)nc2ccccc21	44	0.21	0.33
COc1ccc(CCNC(=O)C(=O)NCC2CCCO2)cc1 (stereo not given)	-139	1.4	1.1
CCOC(=O)N1CCN(C(=O)/C=C/c2cccc([N+](=O)[O-])c2)CC1	0	·	·
CCOc1ccc(-c2nc(CSc3nnc(N)s3)cs2)cc1	-35	-1.4	-1.7
CC(=O)NN1C(=O)c2ccccc2NC1c1ccco1 (stereo not given)	-35	·	·
O=C(CCc1ccc(S(=O)(=O)NCCc2ccccc2)cc1)N1CCN(Cc2ccc3c(c2)OCO3)CC1	6	-0.53	-0.04
O=C(COC(=O)/C=C/c1cccc(C(F)(F)F)c1)NCc1ccccc1	34	-1.1	-1.8
Cn1cccc1CNCc1ccc(F)cc1	0	1.3	0.76
Cc1cccc(-n2c(Cc3cc(=O)[nH]c(=O)[nH]3)nnc2SCC(=O)NCc2ccco2)c1	12	·	·
CC(=O)Nc1cccc(NC(=O)CCn2c(=O)sc3ccccc32)c1	-32	0.14	0.6
Cc1ccc(S(=O)(=O)N2CCC(C(=O)N3CCC(C(=O)NCC4CCCO4)CC3)CC2)cc1 (stereo not given)	·	0.43	0.02
O=C(C1CCCN(CCCc2ccccc2)C1)N1CCCCCC1 (stereo not given)	-16	-0.04	-0.31
CCOCCCNC(=O)C(NC(=O)c1ccc(NC(C)=O)cc1)c1ccc(C)cc1 (stereo not given)	-17	0.58	0.32
O=C(NCCSc1c[nH]c2ccccc12)c1ccc(Br)o1	·	-0.55	-0.68
COc1ccc(/C(O)=C(\C#N)c2nc3ccccc3n2C)cc1OC	36	-0.12	-0.21

From PubChem BioAssay
